Screening results (PubChem BioAssay)
Fam108B inh: blocks mouse Fam108B hydrolase in RBBP9 counter-screen | recombinant Fam108B, FP-Rh probe fluorescence polarization | inhibition, % at 9.51 µM | actives 0.33% (n = 300,000) | AID 1947;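 active means inhibition above the screen mean inhibition plus 3 SD, computed separately per campaign, cut at about 18% in these data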;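 further: inhibitors lower polarization as less probe binds the enzyme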
AGP1 TOR yeast: modulators of TOR pathway AGP1-GFP in S. cerevisiae; S. cerevisiae AGP1-GFP multiplex flow cytometry, 3 h; GFP as percent of DMSO wells; actives 0.02% (n = 320,000); GFP response vs DMSO, % at 10 µM; AID 2066;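 active means GFP response relative to DMSO above a set limit, near screen average plus 3 SD, cut at about 150% in these data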;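 further: median GFP channel fluorescence of the gated AGP1 strain per well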
GLD-1 RNA inh: GLD-1-TGE RNA interaction inhibition (C. elegans); purified GLD-1 + fluorescein TGE RNA, fluorescence polarization; inhibition, % at 5.96 µM; actives 0.44% (n = 320,000); AID 2280;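 active means percent inhibition above a per-plate cutoff, the plate mean of test compounds plus 3 SD, cut at about 30% in these data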;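 further: 0% = DMSO wells with GLD-1 and probe and 100% = wells lacking GLD-1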
Bcl-xL primary: blocks human Bcl-xL binding to Bim BH3 peptide; Q07817; actives 0.7% (n = 320,000); inhibition, % at 10.9 µM; GST-Bcl-xL / FITC-Bim BH3 peptide fluorescence polarization;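 active means inhibition above the mean of all tested compounds plus 3 SD, cutoff set per campaign, cut at about 30% in these data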;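 further: 0% = DMSO wells and 100% = unlabeled Bim-BH3 peptide competitor; inhibitors lower millipolarization by displacing the labeled peptide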
MEX-5 binding: C. elegans MEX-5 TCR-2 RNA binding activity | Q9XUB2 | MEX-5/FITC-TCR2 RNA binding, fluorescence polarization; hits give low values | activity score (negative = inhibition of binding), % at 10 µM | actives 0.38% (n = 300,000) | AID 1832;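 active means inhibition past about -25% in most replicates, and total fluorescence under double the plate's negative control median, limit read from the data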;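 further: 0% = DMSO and -100% = 5 µM competing unlabeled TCR2 RNA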
CIT2 TOR yeast: alters CIT2-GFP fluorescence in TOR pathway yeast screen; actives 0.065% (n = 320,000); GFP response vs DMSO, % at 10 µM; S. cerevisiae CIT2-GFP strain, flow cytometry, 3 h; 100 means same as DMSO wells; AID 2029;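 active means GFP response relative to DMSO above a set limit, near the screen mean plus 3 SD, cut at about 150% in these data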;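 further: ratio of well median GFP fluorescence to mean of DMSO wells on the plate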
MCL1-BIM inh: disrupts human MCL1 binding to BIM-BH3 peptide | Q07820 | GST-MCL1 / FITC-Bim-BH3 fluorescence polarization | inhibition, % at 10.9 µM | actives 0.68% (n = 320,000);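 active means inhibition above the mean inhibition of all tested compounds plus 3 SD, set per campaign, cut at about 40% in these data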;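 further: 0% = DMSO wells and 100% = unlabeled Bim-BH3 peptide control; higher means more loss of mP so more displacement of Bim peptide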
Target sequence (Q07820 whole entry, looked up): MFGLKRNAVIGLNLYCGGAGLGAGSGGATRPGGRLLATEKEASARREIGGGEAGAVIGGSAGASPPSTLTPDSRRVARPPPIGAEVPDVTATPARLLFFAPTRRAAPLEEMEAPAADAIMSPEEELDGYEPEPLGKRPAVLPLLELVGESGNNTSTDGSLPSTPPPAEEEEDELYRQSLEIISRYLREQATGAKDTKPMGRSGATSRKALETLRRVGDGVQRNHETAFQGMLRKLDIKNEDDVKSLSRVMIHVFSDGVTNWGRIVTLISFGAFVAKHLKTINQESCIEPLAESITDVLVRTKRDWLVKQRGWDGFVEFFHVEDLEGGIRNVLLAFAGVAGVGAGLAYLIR
GRK2 inh: human GRK2 inhibition via aptamer displacement; bead flow cytometry, FAM-aptamer displacement from GRK2; actives 0.59% (n = 330,000); inhibition of aptamer binding, % at 10 µM; AID 488847; P25098;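 active means inhibition of aptamer binding above 40%, roughly 3 SD of noise, on plates passing a quality check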;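 further: median bead fluorescence of bound FAM aptamer so fluorescent compounds give negative values; no value below 0 was filed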
Target sequence (P25098 whole entry, looked up): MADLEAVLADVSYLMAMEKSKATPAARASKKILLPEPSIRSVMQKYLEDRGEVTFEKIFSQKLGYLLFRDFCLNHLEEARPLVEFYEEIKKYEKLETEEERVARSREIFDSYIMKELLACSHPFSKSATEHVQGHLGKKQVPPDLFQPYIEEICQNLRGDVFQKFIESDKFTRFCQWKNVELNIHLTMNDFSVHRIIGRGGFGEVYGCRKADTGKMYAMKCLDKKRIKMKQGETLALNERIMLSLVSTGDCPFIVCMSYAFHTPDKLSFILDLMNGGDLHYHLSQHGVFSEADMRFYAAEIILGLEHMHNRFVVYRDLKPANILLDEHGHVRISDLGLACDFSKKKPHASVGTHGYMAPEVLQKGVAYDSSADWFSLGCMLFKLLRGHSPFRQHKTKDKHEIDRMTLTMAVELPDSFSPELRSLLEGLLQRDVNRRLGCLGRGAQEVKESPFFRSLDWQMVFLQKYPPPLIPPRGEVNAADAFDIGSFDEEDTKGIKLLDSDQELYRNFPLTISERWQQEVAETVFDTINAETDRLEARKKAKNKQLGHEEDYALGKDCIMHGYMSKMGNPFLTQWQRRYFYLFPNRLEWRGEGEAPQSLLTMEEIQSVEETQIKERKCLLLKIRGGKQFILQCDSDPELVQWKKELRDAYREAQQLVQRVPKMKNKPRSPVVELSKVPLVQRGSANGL
VLA-4 inh: inhibition in a human VLA-4 binding assay; actives 0.2% (n = 330,000); P13612; VLA-4 expressing cells, ligand binding flow cytometry; AID 2557; inhibition, % (about 7 µM as worked out from the volumes in the protocol); in the data active means inhibition above about 50%
* hit, by the source's call; . = not tested or not shown.

SMILES	Fam108B inh	AGP1 TOR yeast	GLD-1 RNA inh	Bcl-xL primary	MEX-5 binding	CIT2 TOR yeast	MCL1-BIM inh	GRK2 inh	VLA-4 inh
Brc1ccccc1OCCN1CCOCC1	0	100	11	2	-0.7	101	-1	3	13
Cc1ccc(S(=O)(=O)NCCC(=O)OCC(=O)Nc2cccc(Cl)c2)cc1	.	95	3	5	.	98	1	0	0
CCOc1ccccc1NC(=O)/C=C/c1ccccc1[N+](=O)[O-]	1	89	-4	4	1.8	107	5	0	5
COCC(C)n1c(SCC(=O)Nc2c(C)n(C)n(-c3ccccc3)c2=O)nc2ccccc2c1=O (centres undefined)	.	103	1	.	.	106	.	0	-14
CCOC(=O)c1nnn(-c2nonc2N)c1CSc1ccccn1	-2	96	-3	6	-1.8	99	5	0	-9
Cc1nc(N2CCCCC2C)c2c(C)c(C(=O)Nc3cccc(C(F)(F)F)c3)sc2n1 (centres undefined)	-23	102	6	4	-0.9	101	2	1	4
CCN(CC)S(=O)(=O)c1ccc(C)c(NC(=O)CSc2ncc(C(F)(F)F)cc2Cl)c1	-2	103	5	6	0.8	103	5	1	6
Cc1ccc(N(CC(=O)NC2CCCCC2)S(=O)(=O)c2cccs2)cc1	3	97	0	0	-2.4	101	5	0	14
COc1cc(C(=O)OCCc2cc3ccccc3c(=O)o2)cc(OC)c1OC	.	95	0	5	.	87	6	3	-1
CCNC(=S)Nc1ccc(Cl)c(C(F)(F)F)c1	1	92	2	1	-0.4	98	7	0	29
O=C(CN1C(=O)C2CCCCC2C1=O)Nc1ccccc1C(=O)O (centres undefined)	0	106	4	2	-2.9	102	0	0	9
CCCCN(CCCC)C(=O)c1cc2ccccc2c(=O)o1	-2	92	8	7	1.4	90	12	5	-11
COC(=O)CNC(=O)c1ccccc1C	2	101	-6	2	0.7	97	4	0	-1
NC(=O)c1ccccc1NS(=O)(=O)c1ccccc1	-1	99	-8	6	-0.1	94	-4	0	10
COCc1c(N)c(C)nc(Cl)c1C#N	1	96	9	9	2.0	93	9	0	9
CC(C)CNC(=S)Nc1ccc(Oc2ccccc2)cc1	-2	100	0	-1	-3.5	103	4	0	33
CC(C)c1ccc(O)c(NC(=O)c2ncn[nH]2)c1	1	96	7	3	-9.0	97	4	4	-10
O=C(/C=C/c1ccc(O)c(O)c1)OC(Cc1ccc(O)c(O)c1)C(=O)O (centres undefined)	1	102	2	20	-53*	103	28	2	9
CN(C(=O)COC(=O)c1cc([N+](=O)[O-])ccc1N1CCCC1)C1CCS(=O)(=O)C1 (centres undefined)	4	104	2	-4	0.7	108	-2	0	0
COc1ccc(N(C(C)C(=O)Nc2cccnc2)S(C)(=O)=O)cc1 (centres undefined)	-2	102	-2	-3	1.2	105	-3	0	3
CCOC(=O)C1CCCN(C(=O)c2ccc3c(=O)n(Cc4ccccc4OC)c(=S)[nH]c3c2)C1 (centres undefined)	-2	108	1	-3	-4.0	104	-2	4	8
COCCNC(=O)c1cn(C(C)c2ccccc2F)nn1 (centres undefined)	2	108	-7	10	-1.0	100	5	2	0
CCCCNC(=S)Nc1ccc(SC(F)F)cc1	3	99	2	3	1.1	88	8	4	16
CC(C)CNC(=O)CCCc1c[nH]c2ccccc12	0	100	0	5	1.8	100	2	0	3
CCOc1ccc(S(=O)(=O)N2CCCCC2)cc1NC(=O)CN1C(=O)NC(C)(C2CC2)C1=O (centres undefined)	.	99	4	-5	.	102	-6	3	17
O=C(N/N=C/c1cc2c(cc1[N+](=O)[O-])OCO2)c1ccc2c(c1)OCO2	1	100	3	-3	-3.4	102	0	0	9
Cc1ccn2c(=O)c(NC(=O)c3ccc(Br)o3)c(C)nc2c1	-1	110	1	5	2.8	93	3	1	3
Cc1ccc(SCc2cc(=O)[nH]c(Nc3nc(C)c4ccc(C)cc4n3)n2)cc1	-7	98	-4	-1	-0.6	94	-4	4	13
O=C1CC(=O)Nc2cc(S(=O)(=O)Nc3ccc(F)cc3Cl)ccc2N1	2	101	2	-2	0.2	101	-1	4	-1
Cc1noc(C)c1COc1cccc(C(=O)N(C)Cc2cccs2)c1	.	102	-2	1	.	99	-3	0	12
O=C1C(Nc2ccccc2)=C(NS(=O)(=O)c2ccccc2)C(=O)c2ccccc21	5	112	7	8	0.8	111	12	3	12
Cc1cc(C)cc(N2C(=O)CC(Sc3ncn[nH]3)C2=O)c1 (centres undefined)	2	81	0	9	6.0	.	8	3	5
CCOc1ccccc1N1CC(C(=O)NCCOc2ccccc2OC)CC1=O (centres undefined)	3	84	0	1	-2.8	103	-9	1	13
CCOc1ccc(NC(=O)NCC2CCN(c3ccc(OC)cc3)C2)cc1 (centres undefined)	0	99	3	8	-1.2	97	8	0	-2
CCOc1ccc(Br)cc1CNCc1cccnc1	.	102	.	.	-1.5	103	.	0	-1
O=C(COc1ccc2c(c1)OCO2)Nc1ccccc1F	-2	98	11	4	0.7	100	5	0	-4
Cc1ccc(S(=O)(=O)N2CCCCC2)cc1NC(=O)CSc1ccc2c(c1)OCCO2	-4	96	5	2	0.6	93	-3	0	-7
C/C(N)=C(/C#N)C(=O)COC(=O)c1ccccc1Cc1ccccc1	-1	80	-5	1	1.0	63	-4	0	7
CN(C)c1cccc(C(=O)OCCCC(=O)c2ccc(F)cc2)c1	.	107	6	-2	.	99	-3	3	12
Cc1c(C)n(C)c2ccc(C(=O)NCCCN3CCOCC3)cc12	-4	103	2	3	1.0	104	-3	0	4
CCOC(=O)N1CCN(C(=S)NC(=O)c2ccc(F)c(F)c2)CC1	1	104	-9	-3	-2.7	111	6	0	4
CC(C)C(NC(=O)Cc1ccccc1[N+](=O)[O-])C(C)C	0	112	0	2	.	108	6	0	-8
Cc1cccc(NC(=O)COC(=O)CCc2c[nH]c3ccccc23)c1	.	101	-1	-2	.	93	-9	1	15
COC(=O)Sc1nnc(-c2ccc(Br)cc2)o1	4	82	-2	-35	0.1	81	-29	2	-4
CN(C)C(CNC(=O)CCCOc1ccccc1)c1ccco1 (centres undefined)	-1	97	6	4	0.2	90	3	0	7
CCCCn1c(-c2ccco2)nc2oc3ccccc3c(=O)c2c1=O	-9	106	-1	0	-0.9	98	-6	0	-6
COc1ccc(C(=O)N/C(=C/c2ccco2)C(=O)N2CCCCCC2)cc1	4	107	6	14	0.8	112	11	0	10
COc1ccc(CCNc2nc(-c3ccc(NC(C)=O)cc3)cs2)cc1OC	-2	99	1	1	-2.8	93	5	2	-8
CCOC(=O)Cc1[nH]nc2c1C(c1ccsc1)C(C#N)=C(N)O2 (centres undefined)	0	88	2	2	-1.7	91	8	1	20
COc1cc(/C=C2/C(=N)N3C(=NC2=O)SN=C3S(C)(=O)=O)ccc1OS(=O)(=O)c1ccccc1	-9	22	-19	-8	-2.0	88	-16	0	10
COC(=O)c1ccc2c(=O)n(CCN3CCOCC3)c(=S)[nH]c2c1	2	84	2	11	-1.6	.	12	0	5
COc1ccc(-c2ccc(SCC(=O)N3CCCC3)nn2)cc1OC	2	99	3	5	.	97	10	0	-6
COc1ccc(Br)cc1S(=O)(=O)Nc1ncn[nH]1	2	92	3	1	-1.4	92	-1	0	2
O=C1CC(c2ccc3c(c2)OCO3)CN1 (centres undefined)	-2	111	-5	3	0.5	107	4	0	4
COC(=O)/C=C1/S/C(=N/NC(=O)c2ccccc2)NC1=O	-1	105	5	-1	-14	113	-9	2	13
COc1ccc(C)cc1NC(=O)/C=C/c1ccc(OC)c(S(=O)(=O)N2CCOCC2)c1	.	111	1	-1	.	100	-12	2	-11
COc1ccccc1OCC(=O)N/N=C/C=C/c1ccc([N+](=O)[O-])o1	8	97	-5	19	0.2	99	41*	7	-9
CC(Oc1ccccc1C(N)=O)C(=O)Nc1ccc(S(=O)(=O)N2CCCC2)cc1 (centres undefined)	2	108	0	-1	-1.3	102	-3	2	11
CCc1cc2c(=O)[nH]c(Cc3ccc(OC)cc3)nc2s1	-3	97	4	1	-0.2	101	-4	0	6
CC(C)(C)OC(=O)NCCCCCc1nnc(SCc2ccccc2F)o1	-2	103	1	1	.	96	1	2	-3
Later entries.
SMILES	Fam108B inh	AGP1 TOR yeast	GLD-1 RNA inh	Bcl-xL primary	MEX-5 binding	CIT2 TOR yeast	MCL1-BIM inh	GRK2 inh	VLA-4 inh
Cc1ccc(S(=O)(=O)N2CCC[C@H]2C(=O)OCc2cc(=O)oc3cc(C)ccc23)cc1	.	101	-3	.	.	103	.	1	-4
CCc1ccc(NC(=O)Cn2cnc3sc(C)c(S(=O)(=O)N4CCOCC4)c3c2=O)cc1	-2	102	6	4	-2.2	102	2	1	19
COc1cc(/C=N/NC(=O)c2ccc(O)cc2)ccc1OCC(=O)N1CC(C)OC(C)C1 (centres undefined)	-2	96	0	4	2.2	89	-3	5	-2
COC(=O)c1cc(C)sc1NC(=O)CN1CCN(C(=O)C2CCCO2)CC1 (centres undefined)	-5	96	8	-4	2.3	102	-3	11	5
Cc1ccc2cc(C)c3nnc(SCC(=O)N4CCN(C(=O)c5ccco5)CC4)n3c2c1	0	83	-1	6	0.5	88	-4	2	-22
c1ccc2sc(SCc3ccc(-c4nnco4)cc3)nc2c1	1	87	0	-3	1.3	82	0	1	-4
CN(c1ccccc1)S(=O)(=O)c1cccc(C(=O)OCC(=O)NCCCN2CCCC2=O)c1	2	101	5	2	3.3	102	-1	0	21
O=C(CCC(=O)N(CC(=O)NC1CCCC1)Cc1ccc2c(c1)OCO2)Nc1nccs1	-3	103	5	6	.	101	11	3	14
CCC(C)NC(=O)c1ccc(COc2ccccc2Cl)cc1 (centres undefined)	-3	95	5	5	0.5	101	-1	0	3
CN1CCN(C(=O)C2=C[C@H](c3csc4ccccc34)C[C@H](OCc3ccc(CO)cc3)O2)CC1	1	102	7	-1	-0.7	98	-2	3	-11
CC(=O)Nc1ccc(Nc2nc(-c3c(C)nc4ccccn34)cs2)cc1	7	102	1	5	-0.2	103	5	0	-14
O=C(COc1ccc(Br)cc1F)NC1CCN(Cc2ccccc2)CC1	-3	100	-5	8	3.2	108	6	0	7

Whole records, quoted from the list. Order of screens: Fam108B inh	AGP1 TOR yeast	GLD-1 RNA inh	Bcl-xL primary	MEX-5 binding	CIT2 TOR yeast	MCL1-BIM inh	GRK2 inh	VLA-4 inh
`c1ccc2sc(SCc3ccc(-c4nnco4)cc3)nc2c1` in the list: 1	87	0	-3	1.3	82	0	1	-4
`COC(=O)c1cc(C)sc1NC(=O)CN1CCN(C(=O)C2CCCO2)CC1` (centres undefined) in the list: -5	96	8	-4	2.3	102	-3	11	5
`CCC(C)NC(=O)c1ccc(COc2ccccc2Cl)cc1` (centres undefined) in the list: -3	95	5	5	0.5	101	-1	0	3

Remaining list, next part:
SMILES	Fam108B inh	AGP1 TOR yeast	GLD-1 RNA inh	Bcl-xL primary	MEX-5 binding	CIT2 TOR yeast	MCL1-BIM inh	GRK2 inh	VLA-4 inh
O=C(N/N=C/c1cc([N+](=O)[O-])ccc1O)c1cccc2ccccc12	5	96	1	8	-4.0	97	18	0	-12
O=C(CCN1c2ccccc2Sc2ccccc21)OCC(=O)N1CCN(C(=O)c2ccco2)CC1	4	90	0	8	-0.4	89	2	0	-5
Cc1ccc(C2C=C(c3ccc4c(c3)OCO4)Nc3ncnn32)cc1 (centres undefined)	5	117	9	20	2.3	102	20	2	-3
O=C1NC2(CCCCC2)Cc2ccccc21	4	95	-2	0	1.4	102	-4	0	4
CC(CC(=O)Nc1nc2ccccc2[nH]1)n1ccnc1 (centres undefined)	1	102	-4	6	15	104	1	0	1
